KB-V1 cytotox = qHTS assay for MDR1-selective chemotherapeutics: Primary screen using the drug-selected MDR subline cells KB-V1; Potency, µM (top dose mostly 46.1 µM), inactives show at the highest dose activity change, negative = cytotoxicity, most hits filed as cytotoxic; KB-V1 MDR cells viability, CellTiter-Glo, 72 h; 3.4% of 400,000 active; further: potency means the concentration at half of the fitted maximal effect; on the % scale 0 is the no-effect control and ±100 the full control effect; nearly all actives have a fitted effect of over 60% in size
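qHTS viability screen in drug-selected KB-V1 MDR cells: 72 h compound treatment at 37 degrees C, ATP luminescence end point.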
PTHR1 agonist = qHTS for PTHR1 Agonists: Primary Screen; Parathyroid hormone/parathyroid hormone-related peptide receptor (Homo sapiens), Q03431; HEK293 GP2 PTHR1 cells, GloSensor cAMP luminescence, 1 h; Potency, µM (series often up to 115 µM), inactives show top-dose activation, usual class: activators; 0.075% of 410,000 active; AID 743266, 2014; further: potency means the concentration at half of the fitted maximal effect; nearly all actives have a fitted effect of over 55% in size; some results filed as inactive show a strong effect at the top dose; inactives centre near -15; many of its hits are not listed in these tables
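HEK-293-derived GP2 cells expressing PTHR1 and a GloSensor cAMP reporter, 3,000/well, plated overnight, given luciferin plus IBMX (each 0.5 mM as added) for 1 h at 37 °C, then compound for 1 h at 37 °C. Luminescence was read after 15 min at room temperature.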
aSyn rescue = qHTS of alpha-syn Inhibitors | Yeast expressing alpha-synuclein, growth rescue, BacTiter-Glo, 24 h | Potency, µM (top dose mostly 46.1 µM), for the others: at the highest dose growth rescue (activation), actives largely listed as activators | 0.14% of 370,000 active | AID 652106, 2013; further: potency means the concentration at half of the fitted maximal effect; % of control where 0% means no effect; nearly all actives have a fitted effect of over 65% in size
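Galactose-induced alpha-syn yeast (OD600=0.02, raffinose-pregrown) + pinned cpd, 24 hr, 30 deg C; growth by BacTiter-Glo luminescence. Growth restoration scores as activation.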
GLP1R inv ag = qHTS of GLP-1 Receptor Inverse Agonists (Inhibition Mode). 1.6% of 410,000 active. AID 624417, 2012. Potency, µM (doses to about 38.3 µM), without a hit: at the top dose activity change, negative = inhibition, actives largely listed as inhibitors. HEK293 GLP-1R CRE-luciferase, luminescence, 24 h; GLP-1R form is constitutively active. Glucagon-like peptide 1 receptor (Homo sapiens), P43220; further: potency means the concentration at half of the fitted maximal effect; on the % scale 0 is the no-effect control and ±100 the full control effect; nearly all actives have a fitted effect of over 55% in size
Target sequence (P43220 whole entry, looked up): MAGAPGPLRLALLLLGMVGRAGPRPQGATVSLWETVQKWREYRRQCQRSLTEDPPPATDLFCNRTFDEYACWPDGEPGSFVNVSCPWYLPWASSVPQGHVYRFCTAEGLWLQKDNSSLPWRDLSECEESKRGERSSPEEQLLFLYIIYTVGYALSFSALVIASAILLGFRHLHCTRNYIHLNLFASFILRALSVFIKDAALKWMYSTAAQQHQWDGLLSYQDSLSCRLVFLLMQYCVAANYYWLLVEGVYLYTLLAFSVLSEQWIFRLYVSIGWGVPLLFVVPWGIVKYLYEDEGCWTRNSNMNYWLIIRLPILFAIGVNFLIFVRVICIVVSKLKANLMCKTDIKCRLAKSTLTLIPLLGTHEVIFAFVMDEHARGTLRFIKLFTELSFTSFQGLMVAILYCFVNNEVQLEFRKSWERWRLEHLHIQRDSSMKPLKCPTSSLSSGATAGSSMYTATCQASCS
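Inverse agonism was detected as reduced cAMP-driven luciferase luminescence after 24 h compound treatment. The cells were HEK293 clones expressing constitutively active human GLP-1R with the reporter. Reporter-only and GPR119 cell lines served as counterscreen controls.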
HEK293 tox = qHTS of GLP-1 Receptor Inverse Agonists: Cytotox Screen; AID 624418, 2012; 0.13% of 410,000 active; Potency, µM (titrated, usually from 38.3 µM), for inactives: top-dose activity change, negative = inhibition, usual class: inhibitors; HEK293 cAMP-luciferase reporter cells, luminescence, 24 h;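 further: loss of luciferase light is scored as toxicity; potency means the concentration at half of the fitted maximal effect; on the % scale 0 is the no-effect control and ±100 the full control effect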
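1536-well qHTS counterscreen of the MLSMR; 200 cells/uL, 12 h pre-incubation, 23 nL cpd, 24 h at 37 deg C 5% CO2, luciferase detection reagent, 12 min RT, luminescence. Inhibition = undesired.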
GLP1R ag = qHTS of GLP-1 Receptor Agonists. HEK293 GLP-1R CRE-luciferase, luminescence, 4-6 h; cells express a hypersensitive GLP-1R form. Potency, µM (highest dose often 45.6 µM), inactives show at the top dose activation, hits mostly activators. Glucagon-like peptide 1 receptor (Homo sapiens), P43220. 0.007% of 380,000 active; further: potency means the concentration at half of the fitted maximal effect; % of control where 0% means no effect
DRD3 antagonist = qHTS of D3 Dopamine Receptor Antagonist: qHTS; D(3) dopamine receptor (Homo sapiens), P35462; D3R cells, DiscoveRx beta-arrestin luminescence, antagonist mode; hits give low values; max response, negative = inhibition, %; 2.5% of 360,000 active; AID 652054, 2013; in the data active means max response below about -50%; inconclusive means no clear call, values can overlap the other calls; further: on the % scale 0 is the no-effect control and ±100 the full control effect; mostly tested at two doses, the higher about 12 µM
Target sequence (P35462 whole entry, looked up): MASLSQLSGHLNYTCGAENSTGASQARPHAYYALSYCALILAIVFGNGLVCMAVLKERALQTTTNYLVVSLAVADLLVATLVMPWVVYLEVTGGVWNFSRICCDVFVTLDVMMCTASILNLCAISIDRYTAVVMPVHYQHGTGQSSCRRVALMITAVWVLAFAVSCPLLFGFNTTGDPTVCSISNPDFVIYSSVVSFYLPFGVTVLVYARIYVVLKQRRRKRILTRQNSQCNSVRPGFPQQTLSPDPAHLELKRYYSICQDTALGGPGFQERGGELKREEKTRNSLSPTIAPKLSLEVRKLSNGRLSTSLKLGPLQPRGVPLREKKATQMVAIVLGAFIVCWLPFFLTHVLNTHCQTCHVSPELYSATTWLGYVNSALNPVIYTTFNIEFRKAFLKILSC
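Cells plated overnight at 1500 cells/well, then exposed to library compounds with dopamine controls for 90 minutes at 37 degrees C. DiscoveRx reagent added for 30–60 minutes at room temperature; luminescence read, quantitative HTS format.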
D3 ag = qHTS of D3 Dopamine Receptor Agonist: qHTS; D(3) dopamine receptor (Homo sapiens), P35462; D3R DiscoveRx beta-arrestin cells, luminescence, 90 min; max activation, %; 0.58% of 410,000 active; AID 652048, 2013; in the data active means max activation above about 30%; further: 0% is about no effect; mostly tested at two doses, the higher about 12 µM
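Cells at 1500/well, incubated overnight, then treated with pinned compounds (dopamine as control) for 90 min at 37 degrees C. DiscoveRx reagent added for 30 - 60 minutes at room temperature; luminescence read.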
TDP43 rescue = qHTS of TDP-43 Inhibitors; Potency, µM (series often up to 46.1 µM), inactives show at the top dose growth rescue (activation), hits mostly activators; 1.8% of 410,000 active; TDP-43 expressing yeast growth rescue, BacTiter-Glo, 24 h; further: potency means the concentration at half of the fitted maximal effect; % of control where 0% means no effect; nearly all actives have a fitted effect of over 50% in size
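Readout is BacTiter-Glo luminescence of cell growth, so inhibitors register as activators. TDP-43-expressing yeast at OD600=0.02 in galactose medium, after raffinose pregrowth to mid-log, were incubated with compound for 24 hr at 30 deg C.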
Active calls of the source: *; i = inactive; ? = inconclusive; . = no result given; [ ] = remark or other dose. Unless noted, the call rests on the fitted dose curve; in most records, active means well fitted curve in the direction sought with a large enough effect; inconclusive means small, poorly fitted or top-dose-only effect, or another doubt; inactive means no such curve, though single readings can be large; an effect the other way counts as inactive or inconclusive. A portion of the library; rates above refer to the full screens.

No. | compound | D3 ag | aSyn rescue | KB-V1 cytotox | DRD3 antagonist | PTHR1 agonist | TDP43 rescue | HEK293 tox | GLP1R ag | GLP1R inv ag
1 | Cc1c(Cl)cccc1N1C(=O)CC(NNC(=O)c2ccc3c(c2)OCO3)C1=O (stereo not given) | -4 | -3% | 13% | -3 | -61%[inhibitor] | 4% | -1% | 2% | 4%
2 | O=C(NC(=S)Nc1ccc(N2CCOCC2)cc1)c1ccccc1 | -8 | -2% | 9% | -19 | -63%[inhibitor] | -11% | -6% | 17% | 9%
3 | CCC(=O)NCCc1nc2cc(NC(=O)c3ccc(Cl)cc3)ccc2n1C | 4 | -2% | -8% | -20 | -79%[inhibitor] | -22% | -5% | 14% | ?
4 | C/C(=N/NS(=O)(=O)c1ccc(C(C)(C)C)cc1)c1ccc2c(c1)OCO2 | 1 | ? | 11% | -10 | i | 2% | -7% | 7% | -21%
5 | Nc1nc(N)c(N=Nc2ccc(SCC(=O)O)cc2)c(=O)[nH]1 | -1 | 1% | -14% | 0 | i | 2% | 5% | 1% | 3%
6 | Cc1csc(-c2ccc3cc(Cl)cc(Cl)c3n2)n1 | 7 | -1% | -9% | 19 | 17% | 22% | 11% | 2% | 23%
7 | CCOC(=O)c1ccc(NC(=O)c2c(NCc3cccc(OC)c3OC)sc3c2CCC3)cc1 | 5 | . | 12% | . | -6% | 13% | 4% | . | 8%
8 | Cc1cc(NC(=O)CSc2nnc(C)c(=O)[nH]2)no1 | 3 | 1% | -2% | 11 | -14% | 24% | 2% | 0% | -5%
9 | CCc1nnc(NC(=O)c2ccc(F)c(S(=O)(=O)N3CCCCC3)c2)s1 | -7 | -2% | 11% | 0 | -85%[inhibitor] | -6% | -7% | -2% | 7%
10 | O=C(O)CCc1ccc(-c2ccc(Br)cc2)n1NC(=O)c1ccc([N+](=O)[O-])cc1 | -9 | 13% | -6% | -8 | i | 6% | 0% | -3% | ?
11 | COc1ccc(NC(=O)N2CCN(C(=O)c3ccco3)CC2)c(OC)c1 | 1 | -5% | . | -3 | -10% | -2% | -6% | -13% | 7%
12 | COc1ccc(C2=NN(c3ccccc3)C(c3cccs3)C2)cc1 (stereo not given) | -5 | 0% | -21% | -5 | -19% | -2% | 22% | 12% | 0%
13 | COc1nc(Nc2ccc(C(C)C)cc2)nc(OC)n1 | -1 | -17% | ? | -26 | i | ? | -13% | 27% | ?
14 | COc1ccccc1NC(=S)N(Cc1ccco1)Cc1cc2cccc(C)c2[nH]c1=O | -5 | 5% | ? | -5 | i | 12% | -1% | 8% | ?
15 | CS(=O)(=O)c1ccc2nc(NC(=O)CN3CCCCCC3)sc2c1 | -11 | -1% | 1% | -28 | -28%[57.5 µM] | -20% | 21% | 1% | 9%
16 | CCOc1ccccc1-c1nnc(SCc2ccc(Cl)cc2)o1 | 5 | ? | ? | . | -18% | ? | 0% | 22% | ?
17 | CC(C)N1C(=O)CCC1C(=O)NCCc1ccc(Cl)cc1 (stereo not given) | -6 | -4% | 4% | 0 | -16% | 4% | 9% | -2% | 7%
18 | O=[N+]([O-])c1ccccc1N/N=C\c1ccccc1F | 8 | 0% | 2% | 1 | -12% | -15% | -9% | 7% | 4%
19 | O=C(Nc1cc(F)ccc1F)C1CCCN(c2ncnc3c2nc2n3CCCCC2)C1 (stereo not given) | 2 | 3% | ? | 17 | -34%[inhibitor] | ? | -13% | 11% | ?
20 | CC(=O)N(C(C)=O)c1ccc2c(c1)OCCO2 | 3 | 0% | 2% | 8 | -22% | 4% | -15% | 0% | -5%
21 | CCN(Cc1nc2ccccc2c(=O)[nH]1)Cc1nc2ccsc2c(=O)[nH]1 | 1 | -1% | 0% | -20 | i | 2% | ? | 3% | ?
22 | Cc1ccc(C)c(NS(=O)(=O)c2c(C)[nH]c(C)c2C(=O)N2CCCCC2)c1 | -12 | -1% | -17% | -14 | -8% | -19% | -4% | 0% | -1%
23 | CC1CCN(C(=S)NC(=O)c2ccccc2Br)CC1 | 2 | 0% | . | 5 | -15% | -4% | ? | -4% | ?
24 | Cc1ccc2cc(CN(Cc3ccco3)C(=S)NCC3CCCO3)c(=O)[nH]c2c1 (stereo not given) | -6 | -4% | ? | -4 | -10% | -18% | 2% | 20% | -20%
25 | Cc1cccc(OCC(=O)Nc2nc3ccc([N+](=O)[O-])cc3s2)c1 | -12 | -3% | 21% | -4 | -11%[57.5 µM] | 4% | -29% | -5% | 6%

6 compounds out of the list, sorted by formula weight, descending:
No. | compound | D3 ag | aSyn rescue | KB-V1 cytotox | DRD3 antagonist | PTHR1 agonist | TDP43 rescue | HEK293 tox | GLP1R ag | GLP1R inv ag
14 | COc1ccccc1NC(=S)N(Cc1ccco1)Cc1cc2cccc(C)c2[nH]c1=O | -5 | 5% | ? | -5 | i | 12% | -1% | 8% | ?
11 | COc1ccc(NC(=O)N2CCN(C(=O)c3ccco3)CC2)c(OC)c1 | 1 | -5% | . | -3 | -10% | -2% | -6% | -13% | 7%
12 | COc1ccc(C2=NN(c3ccccc3)C(c3cccs3)C2)cc1 (stereo not given) | -5 | 0% | -21% | -5 | -19% | -2% | 22% | 12% | 0%
5 | Nc1nc(N)c(N=Nc2ccc(SCC(=O)O)cc2)c(=O)[nH]1 | -1 | 1% | -14% | 0 | i | 2% | 5% | 1% | 3%
8 | Cc1cc(NC(=O)CSc2nnc(C)c(=O)[nH]2)no1 | 3 | 1% | -2% | 11 | -14% | 24% | 2% | 0% | -5%
13 | COc1nc(Nc2ccc(C(C)C)cc2)nc(OC)n1 | -1 | -17% | ? | -26 | i | ? | -13% | 27% | ?

Following part.
No. | compound | D3 ag | aSyn rescue | KB-V1 cytotox | DRD3 antagonist | PTHR1 agonist | TDP43 rescue | HEK293 tox | GLP1R ag | GLP1R inv ag
26 | CC(C)Cn1c(=O)c2ccccc2n2c(-c3ccc(Br)cc3)nnc12 | -10 | . | 0% | . | i | 1% | 10% | . | 9%
27 | CCn1cc(C2C(C(=O)Nc3ccc(Br)cn3)=C(C)NC3=C2C(=O)CCC3)c(C)n1 (stereo not given) | 5 | -3% | 26% | -14 | 11% | -19% | 42%[activator] | 7% | 56%[activator]
28 | Cc1nn(Cc2ccccc2)c(Cl)c1C(=O)OCC(=O)NC(=O)NC12CC3CC(CC(C3)C1)C2 | 1 | 1% | -1% | 5 | -36% | 12% | 0% | 0% | -22%
29 | Cc1cc(C(=O)N2CCN(S(=O)(=O)c3ccccc3)CC2)c(C)o1 | -7 | -1% | -22% | -20 | -23% | -7% | 7% | 0% | 7%
30 | Cc1cc2nc3n(c2cc1C)CC1CC(C(=O)NCC2CC2)N(C)C31 (stereo not given) | -13 | -2% | -6% | -11 | -23% | 11% | -8% | -4% | 9%
31 | CC(NC(=O)COC(=O)c1ccc2ccccc2n1)c1ccccc1 (stereo not given) | 4 | -4% | 25% | -2 | i | 2% | 3% | -4% | 10%
32 | Cc1cc(C)cc(NC(=O)CN2CCC(NC(=O)c3ccccc3F)CC2)c1 | -3 | -3% | -11% | -19 | i | -3% | -17% | -6% | -26%
33 | CC(=O)Nc1ccc(NC(=O)c2ccc(S(=O)(=O)N3CCCCCC3)cc2)cc1 | 1 | 11% | 0% | 4 | -26% | 6% | 7% | 1% | -22%
34 | COc1cc(-c2cc(N)n(S(=O)(=O)c3ccccc3)n2)cc(OC)c1OC | -7 | -2% | ? | -12 | -16% | 17% | -9% | 6% | -2%
35 | COc1cccc(CNC(=O)Cn2nc(N3CCN(c4ccccc4OC)CC3)ccc2=O)c1 | -20 | . | 6% | . | i | -16% | 10% | . | 0%
36 | Cc1cc(C)cc(C(O)c2ncc(-c3cccc(F)c3)[nH]2)c1 (stereo not given) | -5 | 7% | 2% | 0 | i | 15% | 6% | 3% | -19%
37 | Cc1cc(Br)ccc1NC(=O)CNC(=O)CN1C(=O)NC2(CCCCCC2)C1=O | -8 | -1% | 0% | -22 | i | -16% | 0% | 0% | -17%
38 | c1cc2c3c(cccc3c1)NC1(CCC3(CC1)Nc1cccc4cccc(c14)N3)N2 | -2 | ? | 0% | 34 | -26% | ? | ? | -5% | ?
39 | CC1CCc2noc(NC(=O)c3ccccc3[N+](=O)[O-])c2C1 (stereo not given) | -10 | . | 4% | . | -11% | 27% | -14% | . | ?
40 | CCOC(=O)c1[nH]nc2c1C(=O)N(CC)C2=O | 5 | 3% | ? | 18 | i | 9% | -2% | 7% | 6%
41 | C=CCn1c(=NC(=O)C2CC2)sc2cc(NC(C)=O)ccc21 | 4 | 5% | -1% | 8 | -4% | ? | 4% | 16% | 13%
42 | CN1C(=O)c2ccc(NC(=O)c3c(F)c(F)c(F)c(F)c3F)cc2C1=O | 0 | -3% | 16% | -27 | -16% | 4% | -13% | -1% | 13%
43 | CC1(C(=O)O)COC(c2ccc([N+](=O)[O-])cc2)OC1 (stereo not given) | 6 | 0% | ? | 16 | -2%[57.5 µM] | 1% | 4% | -1% | 0%
